inhibitors of VEEV – inhibitors of VEEV TC-83 cytopathic effect, confirmation, Vero cells (AID 588727) | one-dose inhibition, % at 20 µM; IC50 in µM for titrated hits | Vero cells, VEEV TC-83 cytopathic effect inhibition; higher % means a stronger effect | hit rate 0.13% among 350,000; in the data active means a potency from the dose series; inconclusive means inhibition mostly from about 14% at the one dose, without a potency; inactive means the rest, 99 in 100 with inhibition below about 12%; further: strong numbers were not always called active
tuberculosis growth – growth inhibition of non-replicating M. tuberculosis (AID 488890) | Mycobacterium tuberculosis non-replicating, growth inhibition; higher % means a stronger effect | one-dose inhibition, % at 25 µM; IC50 in µM for titrated hits | hit rate 0.39% among 320,000; in the data active means a potency from the dose series; inconclusive means inhibition mostly from about 82% at the one dose, without a potency; inactive means the rest, 99 in 100 with inhibition below about 76%;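 further: plate controls were DMSO cells for no effect and high antibiotic wells for full effect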
M. tuberculosis HTS – M. tuberculosis growth inhibition, HTS (AID 449762) | hit rate 0.59% among 330,000 | inhibition, % at 25 µM; hits with a dose series show IC50 in µM | M. tuberculosis H37Rv growth inhibition, 7H9 media; higher % means a stronger effect; in the data active means a potency from the dose series; inconclusive means inhibition above about 70% without an active follow-up result;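 further: bacterial growth assessed after seven days of incubation; strong numbers were not always called active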
Salmonella PhoP GFP – Inhibition of PhoP regulon, Salmonella typhi GFP reporter cells, confirmation, 4 h (AID 1850). Salmonella Typhi PhoP-promoter GFP reporter, fluorescence, 4 h; higher % means a stronger effect. inhibition, % at 50 µM, or IC50 in µM where a hit was titrated. hit rate 0.33% among 310,000; in the data active means a potency from the dose series; inconclusive means inhibition mostly from about 25% at the one dose, without a potency; inactive means the rest, 99 in 100 with inhibition below about 19%;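 further: 0% = induced wells with vehicle and 100% = uninduced wells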
H1N1 NS1A inhibition – H1N1 influenza NS1A inhibitors, functional cell based assay (AID 504329). NS1A functional cell-based assay, percent inhibition; higher % means a stronger effect. inhibition, % at 12.5 µM; hits with a dose series show IC50 in µM. hit rate 0.3% among 340,000; in the data active means a potency from the dose series; inconclusive means inhibition above about 27% without an active follow-up result; further: strong numbers were not always called active
inhibitors of VEEV 10K pilot screen – second read-out of inhibitors of VEEV, no call of its own (marks repeat the call); inhibition, %; measured here: 10K pilot screen inhibition
* = called active by the depositor; i = inactive; u = inconclusive; x = no result given.

SMILES | inhibitors of VEEV | tuberculosis growth | M. tuberculosis HTS | Salmonella PhoP GFP | H1N1 NS1A inhibition | others
Cc1ccc(NC(=O)N(Cc2cc3cc(C)cc(C)c3[nH]c2=O)CC2COCCO2)cc1 (centres undefined) | 2.3% | 36% | 1% | 5% | 2% | inhibitors of VEEV 10K pilot screen=6.6
CN(C)S(=O)(=O)c1ccc(C(=O)NCC(c2cccs2)N2CCOCC2)cc1 (centres undefined) | i | 2% | 3% | 2% | 1%
CC[N+]1(CC(O)COC2CC(C)CC(C)(C)C2)CCOCC1 (centres undefined) | i | 13% | 4% | 18% | 1%
Cc1ccsc1/C=N/n1cnnc1 | 1.3% | -15% | -1% | -18% | -3%
CCN(c1ccccc1)S(=O)(=O)c1ccc(Cl)c(NC(=O)CSc2nncn2C)c1 | 0.1% | 7% | -7% | -3% | 0%
CCN(CC(=O)Nc1c(F)cccc1F)C(=O)C1(c2ccccc2)CC1 | 8.7% | 5% | -17% | -5% | -12%
CCc1ccc(N2C(=O)c3sc4nnc(C)c(=O)n4c3C2=O)cc1 | 0.7% | -12% | -9% | 4% | 6%
CC1CCC(NC(=O)C2CCC(CNc3c(N4CCCCC4)c(=O)c3=O)CC2)CC1 (centres undefined) | 0.5% | 3% | -12% | -3% | 15%
CC(=O)Oc1ccc(C)cc1-n1nc2ccccc2n1 | 6.5% | -10% | 3% | -8% | -4%
CCn1c(COc2ccc3c(c2)CCCC3)nnc1SCC(=O)Nc1ccc(C(=O)OC)cc1 | 1.0% | -5% | 7% | 9% | -5%
Nc1ccccc1Nc1ccncc1[N+](=O)[O-] | 1.1% | -11% | -2% | 2% | -4%
O=C(Nc1cc(=O)[nH]c2nc(-c3ccccc3)nn12)c1ccc(Cl)cc1 | x | 0% | -2% | 16% | x
Cc1cc(C(=O)N2CCCC(N3CCN(c4cccc(C(F)(F)F)c4)CC3)C2)nn1C (centres undefined) | i | 9% | 5% | 8% | -1%
CCCN1C(=O)C2(SC(NC(C)=O)=NN2C(C)=O)c2cc(C)cc(C)c21 (centres undefined) | 1.5% | 12% | -5% | -16% | 23%
COC(=O)CCCC(=O)N1CCCC(C(=O)c2ccc(-c3ccccc3)cc2)C1 (centres undefined) | 0.1% | i | -5% | -9% | 1%
Cc1c(NC(=O)C(C)OC(=O)C23CC4CC(CC(Br)(C4)C2)C3)c(=O)n(-c2ccccc2)n1C (centres undefined) | i | 6% | -3% | -22% | -4%
C#CCOCCOCCOCCNc1nc(N2CCOCC2)nc(N2CCN(C(=O)[C@H](CC(N)=O)n3cc(C(N)[C@@H](C)CC)nn3)CC2)n1 (some centres undefined) | i | -17% | -5% | x | 3%
C=CCn1c(O)c(N=O)c2cc(C)ccc21 | 0.6% | 8% | -1% | 0% | -1%
C=C(C)CSc1nnc([C@@H](N)Cc2c[nH]c3ccccc23)o1 | i | 17% | 7% | x | -9%
COc1ccc2cc(/C(C)=N/NC(=S)Nc3cc(S(=O)(=O)N4CCOCC4)ccc3N3CCOCC3)ccc2c1 | x | -10% | -4% | -10% | x
COc1ccc(C(c2nnnn2CC2CCCO2)N2CCN(c3ccc(F)cc3)CC2)cc1 (centres undefined) | 3.2% | 13% | -3% | 1% | -14%
Cc1cc(C)n(C(=O)c2cccc([N+](=O)[O-])c2C)n1 | 0.1% | -12% | -5% | -1% | -2%
N#Cc1nc(Cc2ccccc2)oc1NCc1cccnc1 | 1.2% | 4% | 4% | 9% | 2%
CCC(=O)N1c2ccc(S(=O)(=O)NC3CCCCC3)cc2CC1C (centres undefined) | i | -5% | -4% | 4% | 0%
COc1ccc(S(=O)(=O)N2CCCCCC2)cc1NC(=O)Cc1ccccc1F | 0.6% | 14% | 1% | 2% | -3%
Cc1ccc(-c2csc(Nc3ccccc3)[n+]2CCc2ccccc2)cc1 | 3.6% | 12% | 4% | 13% | -25%
CCCC(C(=O)NCc1ccco1)N(Cc1ccco1)C(=O)CNS(=O)(=O)c1ccccc1 (centres undefined) | 1.6% | 8% | -3% | 12% | -1%
O=C(Nc1ccc(C(F)(F)F)cc1)c1ccc2nc[nH]c2c1 | 8.3% | 74% | 4% | -9% | 2%
Cc1ccc(CS(=O)(=O)Cc2ccc(C(=O)NCc3cccs3)o2)cc1 | i | -2% | 1% | 2% | 5%
Cc1cc(/C=C2\C(=N)N3N=C(CC(=O)N4CCOCC4)SC3=NC2=O)c(C)n1-c1ccccc1 | 3.4% | 13% | -5% | -5% | 3%

By substructure, the entries above with a thiophene ring, fused or not (3)
SMILES | inhibitors of VEEV | tuberculosis growth | M. tuberculosis HTS | Salmonella PhoP GFP | H1N1 NS1A inhibition | others
CN(C)S(=O)(=O)c1ccc(C(=O)NCC(c2cccs2)N2CCOCC2)cc1 (centres undefined) | i | 2% | 3% | 2% | 1%
Cc1ccsc1/C=N/n1cnnc1 | 1.3% | -15% | -1% | -18% | -3%
Cc1ccc(CS(=O)(=O)Cc2ccc(C(=O)NCc3cccs3)o2)cc1 | i | -2% | 1% | 2% | 5%

Next records follow.
SMILES | inhibitors of VEEV | tuberculosis growth | M. tuberculosis HTS | Salmonella PhoP GFP | H1N1 NS1A inhibition | others
O=C1c2ccccc2C(O)N1CCN1CCOCC1 (centres undefined) | 1.3% | -2% | 6% | 3% | 1%
COc1ccc(-c2csc(N(CCCN3CCOCC3)C(=O)CCl)n2)cc1 | i | -2% | 5% | 0% | 0%
COc1cccc(/C=C/c2ccc3cccc(O)c3n2)c1OC | 8.4% | u | u | -5% | -9%
Nc1ccccc1-[n+]1c(-c2ccccc2)cc(-c2ccccc2)cc1-c1ccccc1 | 0.5% | u | u | 0% | 1%
COc1ccc(C(=O)Nc2ccc(N3CCCC3)cc2)cc1OC | 0.1% | -4% | -3% | -5% | 2%
Oc1cccc2c(NC(=S)Nc3ccc(OC(F)F)cc3)cccc12 | 0.1% | u | 4% | 4% | 5% | inhibitors of VEEV 10K pilot screen=0.9
CC12CCC(=O)C=C1CCC1C2CCC2(C)C1CCC2(O)CC#N (centres undefined) | 3.2% | x | x | x | 8%
O=C(CSc1n[nH]c(-c2ccccc2)n1)NCc1cccc(C(=O)O)c1 | 2.4% | 0% | -4% | -3% | 3%
O=C(Nc1cccc(NC(=O)c2ccc3c(c2)OCO3)c1)c1ccccc1 | 7.4% | -9% | -7% | -7% | -1%
Cc1cc(C(=O)N/N=C/c2ccc(-c3cccc(Cl)c3)o2)n[nH]1 | 2.7% | -4% | -5% | -11% | -16%
Cc1c(-c2ccccc2Br)nc2ccccc2c1C(=O)O | 0.5% | x | x | x | -3%
CCNc1nc(OC)nc(Oc2ccc(C(=O)OC)cc2)n1 | 2.6% | 11% | 4% | 3% | 4%
Cc1cc(OCC(O)CN(C)C(=O)C(C)Oc2ccccc2)ccc1Cl (centres undefined) | i | 15% | -2% | 2% | 1%
CCOc1ccccc1C(=O)Nc1nnc(Cc2ccc(OC)c(OC)c2)s1 | 1.8% | -10% | 11% | -2% | 17%
CCCCN1C(=O)C(=O)N(CC(=O)N2N=C3/C(=C/c4ccco4)CCCC3C2c2ccco2)C1=O (centres undefined) | 0.5% | 32% | -12% | 4% | 0%

A section of the results above, for reference:
SMILES | inhibitors of VEEV | tuberculosis growth | M. tuberculosis HTS | Salmonella PhoP GFP | H1N1 NS1A inhibition | others
Cc1c(-c2ccccc2Br)nc2ccccc2c1C(=O)O | 0.5% | x | x | x | -3%
CCNc1nc(OC)nc(Oc2ccc(C(=O)OC)cc2)n1 | 2.6% | 11% | 4% | 3% | 4%
Cc1cc(OCC(O)CN(C)C(=O)C(C)Oc2ccccc2)ccc1Cl (centres undefined) | i | 15% | -2% | 2% | 1%
CCOc1ccccc1C(=O)Nc1nnc(Cc2ccc(OC)c(OC)c2)s1 | 1.8% | -10% | 11% | -2% | 17%
CCCCN1C(=O)C(=O)N(CC(=O)N2N=C3/C(=C/c4ccco4)CCCC3C2c2ccco2)C1=O (centres undefined) | 0.5% | 32% | -12% | 4% | 0%

Next part.
SMILES | inhibitors of VEEV | tuberculosis growth | M. tuberculosis HTS | Salmonella PhoP GFP | H1N1 NS1A inhibition | others
CC(=O)NC(NC(=S)Nc1ccc(C)cc1C)C(Cl)(Cl)Cl (centres undefined) | 0.3% | 20% | -10% | 2% | 17%
Cc1sc2ncnc(N3CCN(S(=O)(=O)c4ccc(Br)cc4)CC3)c2c1C | 3.9% | 9% | -7% | -2% | 7%
Cc1ccc(NC(=O)CCNC(=O)Cn2ccc3ccccc3c2=O)cc1F | 1.9% | -5% | 6% | 14% | 9%
O=C(c1ccc(Cl)cc1)N1CCCCC(Sc2nnc(-c3ccc4c(c3)OCO4)o2)C1=O (centres undefined) | 6.4% | 17% | -5% | -19% | 5%
COc1cccc(-c2cc(C(F)(F)F)nc(-n3cc(Cl)cn3)n2)c1 | 5.7% | 6% | 3% | -6% | -23%
COc1ccc(S(=O)(=O)N2CCCC(C(=O)N3CCN(c4ccccc4)CC3)C2)cc1Cl (centres undefined) | 7.7% | 19% | 63% | -5% | 4%
CCC[C@@H](CN1CCC[C@H]1CN1C(N)=NC[C@@H]1Cc1ccccc1)N1C[C@@H]([C@H](C)CC)N(CCc2ccc(Cl)c(Cl)c2)C1=N | 2.2% | u | u | x | 11% | inhibitors of VEEV 10K pilot screen=2.4
Cn1cc(C(=O)c2cccc(Cl)c2Cl)cc1C#N | 1.8% | 8% | -8% | -4% | -1%
Cc1ccc(OCC(=O)OCC(=O)NC2CCCC2)cc1C | 0.8% | 36% | 2% | x | -14%
CCc1cc2c(=O)c(-c3nc(C)cs3)coc2cc1O | 2.1% | x | -1% | 5% | -15%
CCC12CN3CC(CC)(CN(C1)C3c1cccnc1)C2=O (centres undefined) | 5.9% | -10% | 6% | 3% | 3%
COc1ccc(C(CNC(=O)c2ccco2)N2CCCCC2)cc1 (centres undefined) | 0.7% | 1% | -3% | 1% | x
CCOC(=O)c1ccc(NC(=O)Cn2ncc(Cl)c(Cl)c2=O)cc1 | 11% | u | <0.2µM* | -7% | -4%
Cc1nc2c(ncn2-c2ccccc2)c(=O)n1NC(=O)CN1CCOCC1 | 0.1% | 4% | 4% | 1% | 2%
COc1ccc(/C=C/C(=O)c2nc3ccccc3n2CC(=O)c2ccc(OC)cc2)cc1 | 5.8% | 43% | 5% | -9% | 0% | inhibitors of VEEV 10K pilot screen=7.8
CO/N=C/c1ccc(Oc2ccc(C)cc2)nc1 | 0.1% | 29% | -1% | 15% | -4%
COC(=O)c1c[nH]n2c(=O)c(Cl)c(C)nc12 | 2.0% | 23% | 4% | 6% | 1%
Cc1sc2ncn(CC(=O)N3CCOCC3)c(=O)c2c1-c1ccccc1 | i | -9% | -6% | -7% | -5%
CCCCc1noc2c1/C(=N\O)CC(c1ccccc1)C2 (centres undefined) | 0.6% | 15% | 1% | -1% | -5%
c1ccc(COc2ncnc3c2ncn3CCCNCC2CCCO2)cc1 (centres undefined) | 0.2% | x | x | x | -6%
CC(C)CNC(=O)c1cccc(NC(=O)CSc2ccc(Cl)cc2)c1 | 0.7% | 25% | -4% | 6% | -1%
CCCCOP(=O)(OCCCC)C(Nc1ccc(C(=O)OCC)cc1)c1ccncc1 (centres undefined) | 0.3% | 10% | 90% | -7% | -1%
C/C(=N/NC(=O)CNC(=O)c1ccccn1)c1cccc([N+](=O)[O-])c1 | 0.1% | -4% | -3% | 13% | -17%
Cc1ccc(NC(=O)c2cccc(OCc3c(C)noc3C)c2)c(C)c1 | 7.9% | 16% | -7% | -7% | 6%
CCOC(=O)C(C)Sc1nnc(NC(=O)c2ccc3c(c2)OCO3)s1 (centres undefined) | 1.2% | u | u | -6% | -7%
COc1cccc(C#Cc2c(C=O)n(C)c3ccccc23)c1 | 1.3% | -13% | 3% | x | -37%
O=S(=O)(/N=C(/Nc1ccccc1)c1ccccc1)c1cccs1 | i | 1% | 3% | -4% | -1%
N#Cc1nc(Cc2cccc3ccccc23)oc1NCCCN1CCOCC1 | i | 2% | 2% | 33% | 8%
CCCCCCCCCCC(=O)NNC(=O)c1c(O)c2ccccc2n(CC)c1=O | x | x | 16% | 8% | x
CC(=O)N1c2ccccc2C(C)(c2ccccc2)CC1(C)C (centres undefined) | 0.1% | 51% | -6% | -5% | 24%
O=C(COc1ccccc1)Nc1nnc(C23CC4CC(CC(C4)C2)C3)s1 | i | -7% | 7% | -4% | 5%
CCOC(=O)N1CCN(C(=O)CNC(=O)c2ccc(Cl)cc2)CC1 | 4.6% | -7% | -11% | -2% | -2%
Cc1cc(NC(=O)CSc2nc3c([nH]c4ccccc43)c(=O)n2-c2ccccc2F)no1 | 9.3% | 16% | 10% | 0% | 0%
Cc1ccccc1NC(=S)N1CCN(C(=O)c2ccco2)CC1 | 0.2% | -13% | 2% | 2% | -13%

Screens: PubChem BioAssay, Southern Research Specialized Biocontainment Screening Center
